# M. tuberculosis: growth inhibition of non-replicating M. tuberculosis (AID 488890) | inhibition, % at 25 µM, or IC50 in µM where a hit was titrated | Mycobacterium tuberculosis non-replicating, growth inhibition; higher % means a stronger effect | hit rate 0.39% among 320,000; in the data active = a potency from the dose series; inconclusive = inhibition mostly from about 82% at the one dose, without a potency; inactive = the rest, 99 in 100 with inhibition below about 76%;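 note: plate controls were DMSO cells for no effect and high antibiotic wells for full effect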
# H37Rv inhibition: M. tuberculosis growth inhibition, HTS (AID 449762); inhibition, % at 25 µM, or IC50 in µM where a hit was titrated; hit rate 0.59% among 330,000; M. tuberculosis H37Rv growth inhibition, 7H9 media; higher % means a stronger effect; in the data active = a potency from the dose series; inconclusive = inhibition above about 70% without an active follow-up result;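 note: bacterial growth assessed after seven days of incubation; strong numbers were not always called active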
# Salmonella PhoP GFP: PhoP regulon inhibitors, Salmonella typhi PhoP promoter GFP reporter, confirmatory (AID 1850); Salmonella Typhi PhoP-promoter GFP reporter, fluorescence, 4 h; higher % means a stronger effect; one-dose inhibition, % at 50 µM; IC50 in µM for titrated hits; hit rate 0.33% among 310,000; in the data active = a potency from the dose series; inconclusive = inhibition mostly from about 25% at the one dose, without a potency; inactive = the rest, 99 in 100 with inhibition below about 19%;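 note: 0% = induced wells with vehicle and 100% = uninduced wells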
# VEEV TC-83 Vero: inhibitors of VEEV TC-83 cytopathic effect, confirmation, Vero cells (AID 588727). Vero cells, VEEV TC-83 cytopathic effect inhibition; higher % means a stronger effect. one-dose inhibition, % at 20 µM; IC50 in µM for titrated hits. hit rate 0.13% among 350,000; in the data active = a potency from the dose series; inconclusive = inhibition mostly from about 14% at the one dose, without a potency; inactive = the rest, 99 in 100 with inhibition below about 12%; note: strong numbers were not always called active
# influenza NS1A: H1N1 influenza NS1A inhibitors, functional cell based assay (AID 504329); one-dose inhibition, % at 12.5 µM; IC50 in µM for titrated hits; hit rate 0.3% among 340,000; NS1A functional cell-based assay, percent inhibition; higher % means a stronger effect; in the data active = a potency from the dose series; inconclusive = inhibition above about 27% without an active follow-up result; note: strong numbers were not always called active
# VEEV TC-83 Vero 10K pilot screen: further read-out of VEEV TC-83 Vero, marked with its call; inhibition, %; measured here: 10K pilot screen inhibition
# The depositor's hits bear a star; i = inactive; ? = inconclusive; . = not tested or not shown.
SMILES,M. tuberculosis,H37Rv inhibition,Salmonella PhoP GFP,VEEV TC-83 Vero,influenza NS1A,others
CC1(C)C2CCC1(CS(=O)(=O)N1CCC(C(=O)O)CC1)C(=O)C2 (centres undefined),-12%,4%,10%,0.4%,6%,
Cn1c(=O)c2c(ncn2CC(=O)Nc2nnc(Cc3ccccc3)s2)n(C)c1=O,-12%,2%,9%,0.5%,-3%,
COc1ccc2nc(NC(=O)C3CSC4(C)CCC(=O)N34)sc2c1 (centres undefined),5%,9%,4%,7.7%,-11%,
CCOC(=O)c1nnsc1C(OC)Oc1ccccc1 (centres undefined),.,.,.,0.1%,-3%,
COc1ccc(OC)c(CCNC(=O)CS(=O)(=O)Cc2nc(-c3ccccc3C)oc2C)c1,29%,-10%,23%,1.6%,6%,
CC1CCN(C(=S)Nc2cccc(S(=O)(=O)N(C)C)c2)CC1,12%,-3%,7%,0.4%,-15%,
CCOC(=O)c1c(-c2ccccc2)nc2cc(C)ccn12,?,52%,5%,0.7%,-7%,
Cc1ccc(NC(=O)CCC(=O)NNC(=O)COc2ccccc2)c(C)c1,-1%,10%,-3%,0.1%,0%,
COc1ccc([N+](=O)[O-])cc1COc1cc(C)cc2oc(=O)cc(-c3ccccc3)c12,6%,7%,-12%,9.3%,-1%,
CC1(C)c2ssc(=S)c2-c2ccccc2N1C(=O)CSC1=NCCS1,39%,-7%,2%,2.5%,28µM*,

# Ordered by length of the SMILES (high to low): some entries from above.
SMILES,M. tuberculosis,H37Rv inhibition,Salmonella PhoP GFP,VEEV TC-83 Vero,influenza NS1A,others
COc1ccc(OC)c(CCNC(=O)CS(=O)(=O)Cc2nc(-c3ccccc3C)oc2C)c1,29%,-10%,23%,1.6%,6%,
Cn1c(=O)c2c(ncn2CC(=O)Nc2nnc(Cc3ccccc3)s2)n(C)c1=O,-12%,2%,9%,0.5%,-3%,
CC1(C)C2CCC1(CS(=O)(=O)N1CCC(C(=O)O)CC1)C(=O)C2 (centres undefined),-12%,4%,10%,0.4%,6%,
Cc1ccc(NC(=O)CCC(=O)NNC(=O)COc2ccccc2)c(C)c1,-1%,10%,-3%,0.1%,0%,
CC1(C)c2ssc(=S)c2-c2ccccc2N1C(=O)CSC1=NCCS1,39%,-7%,2%,2.5%,28µM*,
CCOC(=O)c1c(-c2ccccc2)nc2cc(C)ccn12,?,52%,5%,0.7%,-7%,
CCOC(=O)c1nnsc1C(OC)Oc1ccccc1 (centres undefined),.,.,.,0.1%,-3%,

# Next records follow:
SMILES,M. tuberculosis,H37Rv inhibition,Salmonella PhoP GFP,VEEV TC-83 Vero,influenza NS1A,others
CCC/C=C1/CCCOC(C(=O)NCCN2CCOCC2)(C(F)(F)F)C1 (centres undefined),-10%,5%,5%,0.2%,1%,
CC(C)(C)c1ccc(C(=O)N2CCNCC2)cc1,-5%,-12%,1%,i,-7%,
O=C(COC(=O)c1ccccc1OCc1ccc(F)cc1)NCC1CCCO1 (centres undefined),-2%,0%,.,3.8%,-11%,
CCOc1ccc(N2CC(C(=O)Nc3nnc(Cc4ccc(OC)cc4)s3)CC2=O)cc1 (centres undefined),21%,7%,-3%,0.4%,7%,
Clc1ccccc1CSc1cc2c(nn1)-c1ccccc1CC2,52%,2%,9%,5.2%,-3%,
CN(C)C(CNC(=O)c1ccc(S(=O)(=O)N(C)C)cc1)Cc1ccccc1 (centres undefined),17%,1%,-4%,0.3%,6%,
CCCCCn1c(=O)c(C(=O)Nc2ccccc2S(N)(=O)=O)c(O)c2ccccc21,7%,4%,-13%,10.0%,7%,
CCN(C(=O)COC(=O)c1n[nH]c2ccccc12)C1CCS(=O)(=O)C1 (centres undefined),6%,21%,-4%,1.6%,-14%,
C#CCOCCOCCOCCNc1nc(N2CCN(C(=O)CCCCCCCCCCNC(=O)[C@H](CCCCN)n3cc(CCO)nn3)CC2)nc(N2CCN(C(=O)CCCCCCCCCCNC(=O)[C@H](CCCN=C(N)N)n3cc(C[C@@H](C)CC)nn3)CC2)n1,?,?,34µM*,?,21%,
O=C(Nc1ccc(N=Nc2ccccc2)cc1)c1ccc(Cl)cc1Cl,-3%,-3%,-4%,0.4%,-1%,
C=CCN1C(=O)C(Cc2ccc(OCC)cc2)SC1=Nc1ccc(C(=O)O)cc1 (centres undefined),1%,2%,-3%,1.8%,-5%,
Cc1ccc(NS(=O)(=O)c2ccc3c(c2)n(C)c(=O)n3C)cc1C,50%,1%,-4%,2.7%,-2%,
COc1ccc(OC)c(C2C(C(=O)c3ccc(C)o3)=C(O)C(=O)N2CCN2CCOCC2)c1 (centres undefined),-1%,1%,2%,1.8%,-4%,
CC(=O)Nc1nc(COc2ccc3ccccc3c2)cs1,8%,3%,10%,i,-2%,
Cc1ccc(C)c(S(=O)(=O)N2CCCOC2CNC(=O)C(=O)NCCN2CCOCC2)c1 (centres undefined),24%,8%,5%,1.0%,-7%,
CCC(=O)N1CCc2cc(S(=O)(=O)CCC(=O)N3CCN(c4ccccc4F)CC3)ccc21,0%,-10%,-6%,i,2%,
Cc1cc(C)n(-c2ncc3c(n2)N(CCO)CCOC3=O)n1,-4%,2%,0%,2.7%,-8%,
CN(c1ccccc1)S(=O)(=O)c1cccc(NC(=O)COc2cccc([N+](=O)[O-])c2)c1,26%,1%,.,7.8%,-3%,
C=C1CCN([C@@H](CC(C)C)C(=O)NCc2ccccc2)S(=O)(=O)c2ccccc21,26%,1%,-6%,4.9%,7%,
COc1ccccc1C1CC(=O)Nc2c1c(=O)n(C)c(=O)n2C (centres undefined),-16%,-16%,-9%,2.4%,-14%,
CC1CCCC(N2CCN(C(=O)c3ccc(F)cc3)CC2)C1 (centres undefined),-3%,-2%,2%,0.6%,-3%,
O=C(O)C1C2CCC(O2)C1C(=O)NCc1ccccc1Br (centres undefined),-10%,3%,9%,i,0%,
COc1cccc(CN(C(=O)COc2ccc(C)cc2)C2CCS(=O)(=O)C2)c1 (centres undefined),-6%,-3%,-5%,1.0%,-14%,
C=CC[C@@H](CC/C=C/C=C/CC/C=C\[C@@H]1CSC([C@@H]2C[C@@H]2C)=N1)OC,65%,3%,.,8.1%,-1%,
Cn1c(SCC(=O)NNC(=O)c2ccccc2Br)nnc1C(F)(F)F,-4%,2%,.,2.3%,7%,
COC(=O)c1cccc(C23CC4(C2)[C@H](CN(Cc2cccnc2)[C@@H]4c2ccccc2)C3c2ccccc2)c1 (some centres undefined),9%,7%,3%,i,17%,VEEV TC-83 Vero 10K pilot screen=0.0
CCOc1ccc(-n2c(SCC(=O)Nc3ccc(OC)cc3)nc3c(c2=O)SCC3)cc1,38%,3%,5%,0.6%,-1%,
CSc1ccc(C(=O)C2CCCN(C(=O)c3cc(C)n(C)n3)C2)cc1 (centres undefined),-3%,4%,-2%,i,9%,
CN(Cc1ccccc1)S(=O)(=O)c1nnc(NC(=O)c2ccc(F)cc2)s1,16%,11%,12%,i,6%,
COC(=O)C1C(=O)c2c([nH]c(C(=O)OC3CCCCCC3)c2C)CC1C (centres undefined),-34%,-18%,-1%,1.1%,5%,
COc1cccc(C(=O)NCC(c2cccs2)N2CCOCC2)c1 (centres undefined),-10%,-12%,.,i,-3%,
O=C(c1ccc(S(=O)(=O)N2CCCCC2)cc1)N1CCN(c2ccccc2F)CC1,-5%,2%,-23%,0.8%,12%,
CNC(=O)COC(=O)/C=C/c1cccc(F)c1,8%,44%,7%,2.8%,5%,
CC(C)c1nnc(NC(=O)CCC(=O)Nc2ccc3cn[nH]c3c2)s1,-4%,-6%,7%,2.8%,-22%,
CCOC(=O)c1c(CSC(=N)N)n(-c2ccc(C)cc2)c2cc(Br)c(OC(C)=O)cc12,32%,66%,0%,32%,9%,
CC(C)(CO)Nc1nc(N2CCCC2)nc(N2CCCC2)n1,-5%,2%,-5%,0.8%,11%,
CCOC(=O)CC(=O)c1cc(OC)c(OC)c(OC)c1,-4%,4%,-10%,1.1%,-2%,
CCC1(CC)Cc2ccccc2C(C2=C(O)CC(C)(C)CC2=O)=N1,-8%,7%,-5%,i,-2%,
CC(C)CCN(C(=S)Nc1cccc(F)c1)C1CCN(C(C)C)CC1,-21%,-6%,5%,0.8%,-4%,
CC1(C)CC2CC(C)(CN2C(=O)Cc2ccccc2)C1 (centres undefined),2%,0%,2%,i,3%,
COc1ccc(C(=O)Cn2c(C(C)=O)nc3ccccc32)cc1,.,.,.,39%,8%,
Fc1ccccc1Nc1nc(-c2ccncc2)nc2ccccc12,-4%,1%,-2%,0.2%,-5%,
Cc1ccc(N=CC2=C(O)CC(C)(C)CC2=O)nc1,-8%,-5%,-2%,2.0%,9%,
Brc1ccc2nc(N3CCCC3)sc2c1,61%,-1%,-4%,0.4%,-10%,
CSc1nnnn1-c1c(C)cccc1C,-9%,-4%,-7%,i,0%,
C=CCC(=O)OCCCCCCOc1ccc(C(=O)O)cc1,74%,-1%,-3%,3.0%,8%,
O=C(Nc1cccnc1)c1sc(Nc2ccccc2F)nc1-c1ccccc1,-3%,6%,5%,5.5%,-5%,
CCN(CC)S(=O)(=O)c1cccc(C(=O)N[C@H](C(=O)OCC(N)=O)C(C)C)c1,-22%,-6%,-5%,0.6%,26%,
COc1ccc(NC(=O)CSc2nc(O)cc(=O)n2C)cc1,39%,-4%,-3%,2.1%,1%,
Cn1cccc1CC(=O)N/N=C/c1cccc([N+](=O)[O-])c1,18%,4%,-9%,2.2%,0%,

# Going on with the list:
SMILES,M. tuberculosis,H37Rv inhibition,Salmonella PhoP GFP,VEEV TC-83 Vero,influenza NS1A,others
O=[N+]([O-])c1cc([N+](=O)[O-])c(Oc2c(Cl)cccc2Cl)cc1NN1CCCCC1,-4%,3%,-4%,0.3%,6%,
COc1cc(C)ccc1NC(=O)Cc1csc(NC(=O)Nc2ccccc2OC)n1,-2%,?,0%,8.8%,-1%,
COc1ccccc1N1CCN(C(c2cc3cc(C)ccc3[nH]c2=O)c2nnnn2C2CCCC2)CC1 (centres undefined),3%,7%,9%,2.7%,-3%,
CC(C)c1ccccc1OCC(=O)Nc1nnc(C2CC2)s1,.,.,.,1.5%,8%,
CN=C1c2ccccc2CN1c1cccc(C(=O)OC)c1,3%,-3%,3%,1.1%,2%,
CCC(CC)C(=O)NCCc1ccc(OC)cc1,-2%,2%,-2%,i,3%,
Cc1ccc2c(c1)C(SCC(=O)NCCc1ccccc1)CC1(CCCC1)O2 (centres undefined),-6%,4%,-15%,1.1%,9%,
NC(=S)NNC(=S)Nc1ccccc1,-11%,3%,5%,0.7%,-4%,
N#CC1(NC(=O)COC(=O)c2ccc(-c3ccc(O)cc3)cc2)CCCCC1,5%,8%,.,4.0%,-5%,
COc1ccc(S(=O)(=O)N2CCCC2C(=O)Nc2nnc(-c3cccnc3)s2)cc1 (centres undefined),27%,-12%,-2%,0.1%,-1%,
O=C(c1cc(-c2cccs2)nc2ccccc12)N1CCN(S(=O)(=O)c2cccc(F)c2)CC1,14%,3%,-1%,6.2%,4%,
CCc1nnc(NC(=O)CSc2nnc(-c3ccccc3O)n2CC)s1,0%,1%,-3%,3.7%,5%,
COc1ccc(NC(=O)CN(C)C(=O)c2cc(C)on2)cc1,-12%,2%,-2%,0.9%,-1%,
COCCSc1nnc(NC(=O)C2CC(=O)N(C3CCCC3)C2)s1 (centres undefined),-21%,-6%,-2%,2.1%,1%,
C/C(=N\OCC(=O)OCC(=O)NCc1ccccc1)c1ccc2c(c1)OCO2,20%,-3%,2%,0.5%,-10%,
c1ccc(-c2cn3nc4c(nc3n2)CCCC4)cc1,-9%,0%,-14%,0.2%,9%,
CC(OC(=O)CNC(=O)c1ccc2ccccc2c1)C(=O)N(C)C1CCCCC1 (centres undefined),6%,9%,6%,2.6%,-3%,
CCCCNC(=O)c1onc(CSc2cccc(OCC)c2)c1C(=O)O,56%,1%,3%,0.4%,10%,
CN(CC(=O)Nc1ccccc1Cl)CC(=O)Nc1c(F)cccc1F,-1%,-3%,-27%,0.2%,-6%,
CC(OC(=O)Cc1ccccc1[N+](=O)[O-])C(=O)NC(=O)NC1CCCCC1 (centres undefined),-6%,-1%,10%,2.5%,4%,
Cc1ccn2c(-c3csc(NCc4ccco4)n3)c(C)nc2c1,37%,7%,1%,8.8%,5%,
O=C(Nc1c[nH]c(=O)[nH]c1=O)c1cccc([N+](=O)[O-])c1,-6%,8%,-1%,i,-10%,
CC1CCN(c2nnc(N3CCC(C)CC3)c3ccccc23)CC1,.,5%,.,0.6%,6%,

# Screening data deposited in PubChem BioAssay by Southern Research Specialized Biocontainment Screening Center.
